From PubChem BioAssay
S-ASM inh = blocks human secretory acid sphingomyelinase; hit rate 0.006% among 340,000; AID 504937; placental ASM, HMU-PC fluorogenic substrate, 60 min; Potency, µM (doses to about 57.5 µM), for the others: at the top dose activity change, negative = inhibition, actives largely listed as inhibitors; P17405; further: potency means the concentration at half of the fitted maximal effect
Target sequence (P17405 47-631 limits assumed): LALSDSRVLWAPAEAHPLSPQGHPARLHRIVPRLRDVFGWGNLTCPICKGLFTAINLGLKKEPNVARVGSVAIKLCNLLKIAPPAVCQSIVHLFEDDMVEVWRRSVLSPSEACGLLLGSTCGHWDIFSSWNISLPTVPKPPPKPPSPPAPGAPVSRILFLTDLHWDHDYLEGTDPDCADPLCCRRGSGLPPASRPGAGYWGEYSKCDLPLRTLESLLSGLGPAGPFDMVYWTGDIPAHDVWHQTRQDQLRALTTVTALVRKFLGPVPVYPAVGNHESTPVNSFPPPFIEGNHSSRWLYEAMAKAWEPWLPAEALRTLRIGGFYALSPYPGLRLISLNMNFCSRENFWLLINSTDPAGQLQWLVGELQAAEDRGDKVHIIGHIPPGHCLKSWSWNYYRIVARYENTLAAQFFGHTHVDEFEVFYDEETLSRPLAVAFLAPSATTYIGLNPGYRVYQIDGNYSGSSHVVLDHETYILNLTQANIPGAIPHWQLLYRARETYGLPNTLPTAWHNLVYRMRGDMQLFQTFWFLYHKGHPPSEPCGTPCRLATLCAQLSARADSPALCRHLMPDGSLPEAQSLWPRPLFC
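qHTS format. ASM enzyme prepared from human placenta hydrolyses the fluorogenic substrate HMU-PC0 (9 uM final) over 60 min at 37 °C after a 10 min compound preincubation.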
Eya2 phos inh = Eya2 (human) phosphatase inhibition; O00167; recombinant Eya2, OMFP fluorescence dephosphorylation (OMFP is methylfluorescein phosphate); Potency, µM (titrated, usually from 76.9 µM), for inactives: top-dose activity, negative = inhibition, most hits filed as inhibitors; hit rate 0.006% among 330,000; further: potency means the concentration at half of the fitted maximal effect; on the % scale 0 is the no-effect control and ±100 the full control effect
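Eya2 (0.2 uM) preincubated 10 min at ambient with compound, then OMFP substrate added at 50 uM; 10 min reaction in 50 mM HEPES pH 7.5, 50 mM NaCl, 5 uM MgCl2, 0.05% BSA, 1 mM DTT. Fluorescence read at Ex 485/Em 525 nm.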
Mito fusion act = blocks mitochondrial division or promotes mitochondrial fusion; hit rate 0.23% among 320,000; S. cerevisiae fusion-defective mutant growth rescue, CellTiterGlo 48 h; AID 485298; Potency, µM (doses to about 46.1 µM), for the others: at the highest dose growth rescue (activation), actives largely listed as activators;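 further: potency means the concentration at half of the fitted maximal effect; % of control where 0% means no effect; nearly all actives have a fitted effect of over 45% in size; temperature-sensitive fusion mutants such as fzo1-1 at 37 °C on non-fermentable ethanol glycerol medium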
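Compounds are tested for their ability to restore growth of mitochondrial fusion-defective yeast strains at non-permissive 37C in YPEG medium over 48 hours. Viability is quantified by luciferase luminescence.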
MBNL1 CUG block = MBNL1-poly(CUG) RNA binding inhibition; Q9NR56; TR-FRET MBNL1-His/biotin-(CUG)12 binding, 665/545 ratio; hit rate 0.036% among 280,000; Potency, µM (doses to about 57.5 µM), for inactives: at the highest dose activity change, negative = inhibition, hits mostly inhibitors; active means well fitted inhibition curve with a large enough effect in the signal ratio, with a control signal flat, not every such curve was filed as active; inconclusive means small, poorly fitted or top-dose-only effect, or effect the other way, or a change in a side signal; inactive means no such curve, though single readings can be large or run the other way; the % refers to the signal ratio; further: potency means the concentration at half of the fitted maximal effect; on the % scale 0 is the no-effect control and ±100 the full control effect
Target sequence (Q9NR56 whole entry, looked up): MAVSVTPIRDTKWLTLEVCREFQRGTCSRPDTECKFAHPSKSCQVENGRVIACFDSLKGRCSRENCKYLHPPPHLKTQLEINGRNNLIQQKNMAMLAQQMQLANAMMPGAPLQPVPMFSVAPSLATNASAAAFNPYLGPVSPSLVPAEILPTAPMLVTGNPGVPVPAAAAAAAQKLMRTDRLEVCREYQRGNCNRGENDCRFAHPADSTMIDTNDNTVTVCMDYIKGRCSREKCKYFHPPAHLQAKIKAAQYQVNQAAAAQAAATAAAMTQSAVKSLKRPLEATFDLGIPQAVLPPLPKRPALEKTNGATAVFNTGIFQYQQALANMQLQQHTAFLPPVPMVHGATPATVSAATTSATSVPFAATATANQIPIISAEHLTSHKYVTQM
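Compound titration spanned 92 nM–58 uM against the MBNL1-His/biotin-(CUG)12 complex. After 60 min at room temperature with 5 nM streptavidin-XL665 and 0.055 ng/ul terbium anti-His, ratiometric 665/545 nm emission (Ex 340 nm) normalized to controls.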
Chronic BCR inh = inhibitors of chronic active B-cell receptor signaling; ABC-DLBCL IkBa-CBG/CBR reporter, luminescence ratio, 4 h; Potency, µM (top dose mostly 46.1 µM), without a hit: at the top dose ratio change, negative = lower green/red ratio, hits mostly inhibitors; hit rate 0.05% among 340,000; active means well fitted inhibition curve with a large enough effect in the signal ratio, with a control signal flat, not every such curve was filed as active; inconclusive means small, poorly fitted or top-dose-only effect, or effect the other way, or a change in a side signal; the % refers to the signal ratio;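 further: potency means the concentration at half of the fitted maximal effect; plate controls were basal doxycycline-induced cells for no effect and cells given 10 µM MG132 for full effect; MG132 reads +100%, hits lower the ratio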
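TMD8 ABC-DLBCL cells carrying doxycycline-inducible green luciferase fused to IkappaBalpha plus unfused red luciferase were exposed to compounds (up to 46 uM) for 4 hrs at 37C. Activity came from the overlap-corrected green/red luminescence ratio.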
GALK inhibitor = inhibitors of human galactokinase. P51570. Purified GALK, Kinase-Glo residual ATP luminescence. Potency, µM (highest dose often 57.5 µM), for the others: at the highest dose activity change, negative = inhibition, most hits filed as inhibitors. hit rate 0.007% among 270,000. AID 1868; further: potency means the concentration at half of the fitted maximal effect; on the % scale 0 is the no-effect control and ±100 the full control effect
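Luminescence from leftover ATP (Ultra-Glo luciferase/luciferin) served as read-out after a 1 h room-temperature reaction of 5 nM GALK with 35 uM ATP and 100 uM galactose.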
USP2a block = blocks human ubiquitin-specific protease USP2a. O75604. USP2 core, Ub-CHOP2 coupled fluorogenic reporter, 485/531. Potency, µM (titrated, usually from 38.3 µM), inactives show at the top dose activity change, negative = inhibition, actives largely listed as inhibitors. hit rate 0.01% among 330,000;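 further: potency means the concentration at half of the fitted maximal effect; plate controls were DMSO wells for no effect and full inhibition by NEM control for full effect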
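USP2 core (10nM final) preincubated 30min RT with compound in 20mM Tris-HCl pH 8.0, 2mM CaCl2, 2mM beta-mercaptoethanol, 0.05% CHAPS; 25nM Ub-CHOP2 plus 25nM reporter substrate added, fluorescence (Ex485/Em531) read after 60min.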
TSHR antag = human thyrotropin receptor antagonism; P16473; TSHR-expressing cells, TSH-stimulated cAMP HTRF, 2 h; hits give low values; activity change, negative = inhibition, % at 11.5 µM; hit rate 0.2% among 330,000;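 active means activity change below a set negative limit, meaning inhibition stronger than a set level, cut at about -70% in these data; inconclusive means activity change between two set negative limits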; further: on the % scale 0 is the no-effect control and ±100 the full control effect
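Antagonism was scored as loss of TSH-driven cAMP in TSHR cells, stimulated with 4nM TSH (EC80) for 2 hours at 37 deg C and detected by homogeneous HTRF competition immunoassay.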
hERG WT inh = KCNH2 (human, wildtype) channel inhibition; hit rate 0.37% among 340,000; U2OS, BacMam KCNH2, thallium flux FluxOr; hits give low values; activity change, % at 1.84 µM; Q12809;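 active means maximum activity change below -70%; inconclusive means maximum activity change between -70% and -50%; inactive means maximum activity change above -50%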; further: on the % scale 0 is the no-effect control and ±100 the full control effect
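U2OS cells were transduced with wild-type KCNH2 virus (2.03 x 10^8 / mL) for 4 h at room temperature, then cultured overnight at 37 C. Thallium flux was read with FluxOr dye. Rate constants were normalized to DMSO controls.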
PKM2 activator = activators of human pyruvate kinase M2; P14618; hit rate 0.34% among 260,000; purified PKM2, Kinase-Glo ATP luminescence, activation; response scale: 0% is enzyme alone, no compound; AID 1631; Potency, µM (highest dose often 57.5 µM), for the others: at the highest dose activation, usual class: activators; further: potency means the concentration at half of the fitted maximal effect; on the % scale 0 is the no-effect control and ±100 the full control effect; nearly all actives have a fitted effect of over 55% in size
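ATP formation by purified human PK-M2, quantified via coupled luciferase luminescence after 1 h at room temperature with 0.1 mM ADP and 0.5 mM PEP final.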
Menin MLL FP TR = menin-MLL binding inhibition, Texas Red mutant peptide. O00255. Menin + Texas Red MLL mutant peptide, fluorescence polarization. Potency, µM (titrated, usually from 61.6 µM), for the others: at the highest dose FP activity change, negative = inhibition, hits mostly inhibitors. hit rate 0.23% among 270,000. AID 1768; active means well fitted inhibition curve with a large enough effect in the polarisation, with a control signal flat, not every such curve was filed as active; inconclusive means small, poorly fitted or top-dose-only effect, or effect the other way, or a change in a side signal; inactive means no such curve, though single readings can be large or run the other way; the % refers to the polarisation; further: potency means the concentration at half of the fitted maximal effect; % of control where 0% means no effect; many of its hits are not listed in these tables
* marks the source's active call; other numbers are inactive results; ? = inconclusive; / = not tested or not shown; [ ] = remark or other dose. Unless noted, the call rests on the fitted dose curve; in most records, active means well fitted curve in the direction sought with a large enough effect; inconclusive means small, poorly fitted or top-dose-only effect, or another doubt; inactive means no such curve, though single readings can be large; an effect the other way counts as inactive or inconclusive.

SMILES	S-ASM inh	Eya2 phos inh	Mito fusion act	MBNL1 CUG block	Chronic BCR inh	GALK inhibitor	USP2a block	TSHR antag	hERG WT inh	PKM2 activator	Menin MLL FP TR
COC(=O)C1=C(C)N(C)C(=S)NC1c1ccccc1 (stereo unspecified)	9%	5%	27%	-21%	0%	2%	-1%	23	16	-24%	11%
COc1cc([N+](=O)[O-])cc(/C=N/NC(=O)Cn2cncn2)c1O	1%	-4%	5%	?	?	6%	4%	12	4	?	/
COc1ccc(N(C)C(=O)c2cc3c(s2)-c2ccccc2OC3)c(OC)c1	-12%	-2%	10%	0%	-10%	/	4%	7	-5	5%	-10%
O=C(COC(=O)[C@H](Cc1ccccc1)NC(=O)c1cccs1)Nc1c(Cl)cccc1Cl	-3%	16%	-2%	-6%	?	-2%	0%	-17	15	-4%	-13%
COc1nc(N)c(S(=O)(=O)c2ccccc2)cc1C#N	19%	-1%	5%	1%	-2%	-1%	0%	-4	0	15%	-3%
Cc1cccc(N2CCN(C(=O)C(C)C)CC2)c1C	2%	-3%	5%	-3%	?	-1%	0%	-2	-3	2%	-5%
CNC(=O)C1CCN(S(=O)(=O)c2c(C)noc2/C=C/c2ccc(C)cc2)CC1	4%	15%	-1%	-2%	-11%	/	1%	4	0	0%	?
Cc1ccc(CNC(=O)c2cc(S(=O)(=O)N3CCCCC3)ccc2N2CCOCC2)cc1	-3%	8%	6%	/	0%	/	1%	-30	30	/	/
Cc1ccccc1OCC(=O)NN1C(=O)C2C3C=CC(O3)C2C1=O (stereo unspecified)	-1%	14%	-2%	3%	0%	1%	-2%	-3	2	0%	26%
Cn1nc(C(C)(C)C)cc1NC(=O)Nc1cc(Cl)cc(Cl)c1	-5%	3%	7%	-11%	9%	/	-6%	-8	-1	-5%	/
C=CCN(CC(=O)Nc1cccnc1)S(=O)(=O)c1ccc(Cl)cc1	0%	0%	/	/	-7%	/	1%	-3	-1	/	/
Cc1ccc(-c2nn(-c3ccccc3)cc2/C=N/O)cc1	-8%	-8%	19%	-8%	2%	0%	-1%	19	-1	/	?

Complete entries, quoted from the list. Values in the order: S-ASM inh	Eya2 phos inh	Mito fusion act	MBNL1 CUG block	Chronic BCR inh	GALK inhibitor	USP2a block	TSHR antag	hERG WT inh	PKM2 activator	Menin MLL FP TR
COc1nc(N)c(S(=O)(=O)c2ccccc2)cc1C#N is listed with 19%	-1%	5%	1%	-2%	-1%	0%	-4	0	15%	-3%
Cc1ccccc1OCC(=O)NN1C(=O)C2C3C=CC(O3)C2C1=O (stereo unspecified) is listed with -1%	14%	-2%	3%	0%	1%	-2%	-3	2	0%	26%
CNC(=O)C1CCN(S(=O)(=O)c2c(C)noc2/C=C/c2ccc(C)cc2)CC1 is listed with 4%	15%	-1%	-2%	-11%	/	1%	4	0	0%	?
COc1ccc(N(C)C(=O)c2cc3c(s2)-c2ccccc2OC3)c(OC)c1 is listed with -12%	-2%	10%	0%	-10%	/	4%	7	-5	5%	-10%
COC(=O)C1=C(C)N(C)C(=S)NC1c1ccccc1 (stereo unspecified) is listed with 9%	5%	27%	-21%	0%	2%	-1%	23	16	-24%	11%

More compounds:
SMILES	S-ASM inh	Eya2 phos inh	Mito fusion act	MBNL1 CUG block	Chronic BCR inh	GALK inhibitor	USP2a block	TSHR antag	hERG WT inh	PKM2 activator	Menin MLL FP TR
COc1cc(NC(=O)c2ccccc2)c(OC)cc1Cl	-16%	7%	10%	0%	13%	-2%	1%	-12	-19	-5%	-15%
CCCc1nnc(NC(=O)Cn2c(=O)sc3ccccc32)s1	1%	-1%	0%	-3%	0%	-1%	7%	-12	4	-1%	6%
O=C(N/N=C/C=C/c1ccc2c(c1)OCO2)c1ccc([N+](=O)[O-])cc1	-3%	14%	-2%	?	?	3%	0%	5	7	-2%	?
CCOCCCNC(=S)N1C2CCC1CC(NC(=O)NC13CC4CC(CC(C4)C1)C3)C2 (stereo unspecified)	0%	1%	-2%	-7%	?	0%	2%	-19	-18	-1%	7%
COCCN(CCOC)S(=O)(=O)c1ccc(C(=O)Nc2nnc(C)o2)cc1	2%	12%	-1%	12%	0%	0%	0%	-3	-1	-10%	4%
COc1cccc(NC(=O)C(C)(C)C)c1	1%	-14%	0%	/	3%	/	0%	13	-12	/	/
COc1ccc(C(C(=O)NC2CCCCC2)N(Cc2cccnc2)C(=O)c2snc(C(N)=O)c2N)cc1 (stereo unspecified)	55%[activator]	-1%	-2%	8%	2%	1%	-1%	-10	24	2%	2%
COc1ccc(C)cc1S(=O)(=O)N1CCCC(N2CCOCC2)C1 (stereo unspecified)	4%	9%	-1%	-4%	3%	0%	0%	8	-7	-1%	-20%
CC1CC(CC(C)C(=O)Nc2nncs2)C(=O)O1 (stereo unspecified)	2%	3%	-1%	-7%	-8%	2%	1%	33	-6	-2%	6%
CCCS(=O)(=O)N1CCN(c2ccccc2F)CC1	2%	-7%	12%	-12%	?	-2%	0%	17	-3	-20%	17%
Cc1cccc(C(=O)NCC(=O)OCC(=O)N(C)CC(=O)Nc2ccccc2Cl)c1	-3%	5%	-3%	/	?	/	0%	3	-11	/	/
COCCNC(=O)c1ccccc1NC(=O)c1ccccc1SC	1%	-25%	5%	-9%	1%	1%	-1%	6	-5	28%	-4%
Cc1ccc(Oc2nc3ccccc3n3cccc23)cc1	-11%	9%	11%	11%	?	2%	0%	-4	-19	-1%	24%
O=C(N/N=C/c1ccc2cccc(OCc3ccccc3)c2n1)c1ccc(Cl)cc1	203%[activator]	7%	0%	6%	?	0%	-9%	-3	-43	-1%	0%
O=C(Nc1cccc2nsnc12)C1CC(=O)N(c2ccccc2)C1 (stereo unspecified)	43%[activator]	-9%	-5%	?	-3%	0%	0%	1	-25	3%	28%
CC(Oc1ccc2c(-c3ccccc3)cc(=O)oc2c1)C(=O)N[C@H](Cc1c[nH]c2ccccc12)C(=O)O (stereo partly specified)	4%	15%	0%	17%	12%	/	1%	13	-2	1%	13%
Cc1ccc(-c2csc(=Nc3cccnc3)n2CCCn2ccnc2)cc1C	1%	-3%	8%	/	-9%	1%	4%	-21	49	0%	-6%
CC(=O)C1=C(C)NC(SCC(=O)c2ccc(-c3ccccc3)cc2)=C(C#N)C1c1cccnc1 (stereo unspecified)	/	-1%	1%	107%[activator]	8%	-5%	0%	-8	/	0%	22%
CCn1c(NN)nc2sc3c(c2c1=O)CCC3	-3%	-4%	0%	7%	?	3%	-2%	-2	5	-2%	6%
CCOCCn1c(CN2CCOCC2)nc2c1c(=O)[nH]c(=O)n2C	5%	-20%	-4%	-1%	-18%	0%	0%	3	-11	1%	-4%
CCOC(=O)C(=CN=C(N)Nc1nc2ccccc2o1)C(=O)OCC	23%	4%	5%	19%	/	-4%	9%	4	3	3%	32%[activator]
CCOC(=O)C1CCN(C(=O)COC(=O)CSc2ccccc2C)CC1	-3%	5%	/	/	3%	/	-1%	-8	4	/	/
Cc1occc1C(=O)N1CCCC(Nc2ccc(C(C)C)cc2)C1 (stereo unspecified)	0%	-9%	-2%	2%	?	4%	-1%	4	-1	5%	-13%
CC(C)(C)c1ccc(NC(=O)Nc2ccc(F)cc2)cc1	-3%	-4%	3%	-3%	-6%	1%	-1%	-9	-4	3%	41%[activator]
O=C(CSc1nc2ccccc2c(=O)n1-c1ccccc1F)N1CCOCC1	2%	2%	/	/	?	/	2%	0	3	/	/
Cc1ccc(-c2nc(CS(=O)(=O)CC(=O)N3CCN(C)CC3)c(C)o2)cc1	1%	-5%	-1%	-5%	-2%	3%	5%	-5	8	/	/
O=C(OCc1c(-c2ccccc2)ncc2ccccc12)c1ccc(C(F)(F)F)cc1	-5%	2%	/	/	-6%	/	7%	-5	-5	/	/
CN(C)/C(=N\S(=O)(=O)c1ccc(F)cc1)c1ccccc1	-2%	9%	7%	-7%	-1%	-4%	5%	4	2	/	-20%

Only part of the results is shown (hit frequency here may not be typical).
